CHO-K1 Ca antag: nonselective inhibitor or artifact in parental CHO-K1 cells | hit rate 0.6% among 360,000 | ATP-induced calcium, Fluo-8 fluorescence | AID 602250 | inhibition, % at 3 µM;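 active = inhibition above a per-plate cutoff, the plate's mean sample inhibition plus 3 SD, cut at about 24% in these data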;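 note: 0% = DMSO plus EC80 ATP and 100% = DMSO alone without ATP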
OXTR potentiator: human OXTR potentiation. P30559. hit rate 0.061% among 320,000. activation, % at 3 µM. CHO-OTR cells, Fluo-8 calcium fluorescence, potentiator mode; 0% = oxytocin EC15, 100% = EC100;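 active = activation above that plate's cutoff, the mean activation of tested compounds plus 3 SD, cut at about 6.6% in these data, passing the limit was not always enough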;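 note: 100% uses oxytocin at 75 nM as the full agonist control; some results filed as inactive read as strong as hits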
Target sequence (P30559 whole entry, looked up): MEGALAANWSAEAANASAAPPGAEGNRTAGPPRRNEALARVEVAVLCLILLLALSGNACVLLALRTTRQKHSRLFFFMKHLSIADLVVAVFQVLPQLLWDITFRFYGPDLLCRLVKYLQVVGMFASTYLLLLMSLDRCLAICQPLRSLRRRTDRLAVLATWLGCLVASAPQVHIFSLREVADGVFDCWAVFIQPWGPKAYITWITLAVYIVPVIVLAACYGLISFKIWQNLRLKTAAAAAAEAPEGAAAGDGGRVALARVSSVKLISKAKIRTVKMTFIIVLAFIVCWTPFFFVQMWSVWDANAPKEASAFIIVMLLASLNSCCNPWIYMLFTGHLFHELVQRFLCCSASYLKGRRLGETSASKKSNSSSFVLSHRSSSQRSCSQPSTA
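System: human OTR in CHO cells; Also added: sub-maximal oxytocin, roughly EC15; Timing: compound 6 min at room temperature before oxytocin, 100 s read; Technique: Fluo-8 intracellular calcium fluorescence, ex 470-495, em 515-575 nm; Controls: oxytocin EC15 low and EC100 high; Replication: singlicate.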
M1 ag parental: counter-screen for M1 agonists: effect in parental CHO-K1 cells | activation, % at 3 µM | hit rate 0.48% among 360,000 | Fluo-8 calcium fluorescence; scaled to maximal ATP response, vehicle zero; in the data active = activation above about 15%;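 note: untransfected CHO-K1 host cells lacking M1 receptor as counterscreen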
OXTR ag: human OXTR agonism. hit rate 0.32% among 320,000. activation, % at 3 µM. AID 2435. P30559. CHO-OTR cells, Fluo-8 calcium fluorescence; normalized: DMSO 0%, oxytocin 100%;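 active = activation above the mean of all tested compounds plus 3 SD, cutoff set per screening run, cut at about 20% in these data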;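 note: peak over basal fluorescence ratio from a 100 s FLIPR kinetic read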
TAAR1 antagonist: human TAAR1 antagonism | AID 624466 | CHO RD-HGA16 TAAR1, Fluo-8 calcium fluorescence, antagonist | hit rate 1.5% among 360,000 | inhibition, % at 3 µM | Q96RJ0;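 active = inhibition above a per-plate cutoff, the mean inhibition of test compounds on that plate plus 3 SD, cut at about 49% in these data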;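 note: 0% = DMSO plus EC80 beta-PEA response and 100% = DMSO alone without agonist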
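Test system: RD-HGA16 CHO cells with stable hTAAR1 and Gα16 / Probe or stimulus: EC80 β-phenethylamine stimulus / Times: seeding 17-24 h prior, 75-min 37 °C, 30-min RT dye loading / Detection: Fluo-8 calcium-sensitive fluorescence / Read-out basis: % inhibition scaled between DMSO and EC80 PEA controls / Repeats: singlicate, one well per test compound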
CHO-K1 Ca PAM: M1 PAM counterscreen hit in parental CHO-K1 cells. ATP EC20, Fluo-8 calcium fluorescence; 0% at ATP EC20, 100% at ATP max. activation, % at 3 µM. hit rate 0.02% among 360,000. AID 602247;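 active = activation above the run cutoff, the mean activation of all test compounds plus 3 SD, cut at about 40% in these data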;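 note: peak over basal fluorescence ratio in a 140 s read after ATP addition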
V1R ag counter: V1a receptor agonism, counter-screen for OXTR agonists; activation, % at 3 µM; hit rate 0.25% among 320,000; CHO-V1R cells, Fluo-8 calcium fluorescence, agonist mode; 0% DMSO, 100% 3 nM vasopressin;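 active = activation above the mean activation of all tested compounds plus 3 SD, per screening run, cut at about 20% in these data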;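 note: signal is peak over basal fluorescence ratio across a 100 second FLIPR read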
Target sequence (P37288 whole entry, looked up): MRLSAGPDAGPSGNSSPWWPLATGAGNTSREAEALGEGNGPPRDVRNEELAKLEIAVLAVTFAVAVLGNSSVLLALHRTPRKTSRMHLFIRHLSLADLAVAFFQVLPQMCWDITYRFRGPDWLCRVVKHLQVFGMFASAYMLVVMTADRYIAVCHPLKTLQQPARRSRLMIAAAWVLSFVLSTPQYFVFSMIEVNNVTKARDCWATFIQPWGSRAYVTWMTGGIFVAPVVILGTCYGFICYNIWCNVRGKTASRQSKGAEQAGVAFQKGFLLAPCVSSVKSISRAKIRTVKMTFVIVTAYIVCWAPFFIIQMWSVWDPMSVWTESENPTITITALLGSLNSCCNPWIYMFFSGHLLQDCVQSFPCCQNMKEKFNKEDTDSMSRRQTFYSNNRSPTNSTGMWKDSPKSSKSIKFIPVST
CHO parental Ca: counter-screen for OX1R antagonists: effect in parental CHO cells; hit rate 0.63% among 330,000; inhibition, % at 5.6 µM; parental CHO-K1, ATP-induced calcium, Fluo-8 fluorescence;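 active = inhibition above that plate's mean sample inhibition plus 3 SD, cut at about 26% in these data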;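 note: 0% = ATP-challenged DMSO wells and 100% = DMSO wells without ATP; some compounds past the cut are filed as inactive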
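Test system: untransfected parental CHO cell line; also added: ATP stimulus; dosing: 5.6 µM, single dose; signal: calcium-sensitive Fluo-8 fluorescence; measure: percent inhibition of ATP-evoked calcium rise, normalized to controls; benchmarks: low control ATP plus DMSO, high control DMSO only; replication: one well per compound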
GPR7 antag: antagonists of human GPR7 (neuropeptides B/W receptor 1). hit rate 1.1% among 290,000. AID 1861. P48145. inhibition, % at 4.4 µM. GPR7-expressing cells, fluorescence antagonist assay; in the data active = inhibition above about 16%, passing the limit was not always enough;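 note: cells stimulated with the agonist NPW; 0% = agonist with vehicle and 100% = vehicle without agonist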
An asterisk follows results filed as active; · = not tested or not shown; & = joins results of further samples.

molecule,CHO-K1 Ca antag,OXTR potentiator,M1 ag parental,OXTR ag,TAAR1 antagonist,CHO-K1 Ca PAM,V1R ag counter,CHO parental Ca,GPR7 antag
CCc1nnc(NC(=O)CSc2nnc(CNC(=O)c3cc(OC)c(OC)c(OC)c3)o2)s1,-1,3,0.3,0.2,12,4,-0.2,-12,-3
CC(C)(C)c1csc(NC(=O)CCS(=O)(=O)c2ccc(F)cc2)n1,-12,·,7.9,·,16,1,·,·,·
CC(=O)c1cccc(NC(=O)C2CCCC2)c1,-2,1,0.2,-0.1,-37,2,-0.1,-1,7
COc1ccc(CCNC(=O)CCCn2c(=S)[nH]c3ccsc3c2=O)cc1OC,3,·,0.2,·,-10,34,·,·,·
COc1cccc(CN2CCN(Cc3cccc(Br)c3)CC2)c1OC,-10,-6,2.6,1.7,-7,14,0.0,-11,-14
CC(CC(=O)Nc1ccc(Br)cc1F)S(=O)(=O)c1ccc2c(c1)NC(=O)CO2 (stereo unspecified),-4,-9,5.9,4.8,16,-21,7.8,-14,-2
COc1cccc(/C=N/NC(=O)CNC(=O)c2ccncc2)c1O,-22,-4,0.4,-1.0,2,21,4.4,-1,-15
CCOC(=O)CSc1nnc2c(n1)C1(C)CCC2C1(C)C (stereo unspecified),-4,-6,0.4,-0.8,6,12,-0.1,-7,-6
O=C(CN1C(=O)NC(Cc2ccccc2)C1=O)Nc1ccc(F)c(Cl)c1 (stereo unspecified),-11,-3,1.7,2.7,6,13,0.5,-24,·
O=C(O)CC1COc2ccccc2N1C(=O)c1ccccc1Cl (stereo unspecified),17,-4,-0.6,1.1,-12,-14,1.5,-9,3
COc1ccc(N(C(=O)c2cccc([N+](=O)[O-])c2)S(=O)(=O)c2ccc3c(c2)n(C)c(=O)n3C)cc1,4,-6,0.6,0.4,6,9,0.3,-18,-4
Cc1cc(C)c(OCCCCCn2ccnc2)c(C)c1,6,·,2.4,·,4,-16,·,·,-20
Cc1cc(C)n2nc(C(=O)N3CCCC(N4CCN(c5ccccc5C)CC4)C3)cc2n1 (stereo unspecified),-16,·,1.6,·,1,15,·,·,-9
CCn1c(SCC(=O)NC(C)(C)C)nc(O)cc1=O,-10,-4,0.5,-0.5,-6,15,0.3,-20,1
O=Cc1ccc(OCCOc2ccc([N+](=O)[O-])cc2)cc1,-5,-7,2.9,2.3,13,-18,2.4,1,21
CCC(=O)N1CCN(c2ccc(NC(=O)c3ccc4ccccc4c3)cc2)CC1,-25,-17,8.5,4.9,46,-7,12,1,8
O=C(N/C(=C/c1ccc(Br)cc1)C(=O)N1CCOCC1)c1cccs1,2,-10,0.8,4.8,-2,3,0.5,-8,-3
COCCCNC(=O)c1cccc(C(=O)NCCCOC)c1,-5,-5,0.0,-0.2,8,1,-0.7,-5,-12
CC(C)[C@@H]1COC(c2cccc(C3=N[C@H](C(C)C)CO3)c2)=N1,-11,-12,1.3,-1.2,11,2,1.0,-16,-4
CCCCCC(=O)N1CCN(CCN=CC2=C(O)CC(c3ccc(OC)c(OC)c3)CC2=O)CC1 (stereo unspecified),-5&-13,-5,0.0&-0.8,-2.5,-7&-30,9&18,-1.1,-19,-1
CCC(=O)C1CCCN(C(=O)CCc2nnc(C3(c4ccc(Cl)cc4)CCC3)o2)C1 (stereo unspecified),-13,-8,1.5,-0.4,-14,4,2.3,5,-8
O=Cc1ccccc1OS(=O)(=O)c1ccccc1,-1,1,6.3,0.3,0,25,0.3,7,0
CC(C)C[C@H](NC(=O)c1nc[nH]c1C(=O)NCc1ccc(CNC(=O)OC(C)(C)C)cc1)C(=O)OCc1ccccc1,-23,-9,1.0,1.7,24,27,1.8,-7,-22
CCOC(=O)/C(C#N)=C/c1ccc(OC(=O)c2ccccn2)cc1,-7,-1,2.6,2.9,-1,24,1.2,-4,-7
Cc1ccc(OCC(=O)Nc2ccc3c(c2)CCC3)c([N+](=O)[O-])n1,-24,1,2.3,2.0,-29,12,0.6,-17,-4
COc1cc(CNc2ccc(N3CCCCC3)cc2)ccc1OCC(=O)NC(C)(C)C,-11,-8,1.1,-0.4,-11,21,0.0,-15,-11
CCN(CC)c1ccc(/C=C(/C#N)C(=O)NC(C)C)o1,-11,-5,6.7,12,-2,-7,8.3,6,-4
Nc1ccccc1N=Cc1ccc(-c2cccc(Cl)c2)o1,-2,-2,6.9,-2.1,9,10,0.3,-16,-9
COc1cccc(OCc2nnc3n2N=C(c2ccccc2)C(CC(=O)O)S3)c1 (stereo unspecified),-12,-4,0.0,2.0,-20,-11,0.6,-2,-6
O=C(Nc1ccc2[nH]c(=S)sc2c1)c1ccccc1,-6,-6,1.2,1.7,7,26,1.4,-7,-2

(next part)
molecule,CHO-K1 Ca antag,OXTR potentiator,M1 ag parental,OXTR ag,TAAR1 antagonist,CHO-K1 Ca PAM,V1R ag counter,CHO parental Ca,GPR7 antag
O=C(N/N=C/c1ccc[nH]1)c1ccc(O)cc1,-9,-3,-0.2,0.3,-8,0,0.9,0,-9
CC(C)=CCN1CCN(Cc2cnc(N3CCOCC3)s2)CC1CCO (stereo unspecified),4,-3,-0.3,0.7,8,-4,1.6,12,-1
CCN=C1SC(CC(=O)NCCc2ccc(OC)cc2)C(=O)N1CC (stereo unspecified),4,-10,2.3,0.3,30,-3,-0.3,-15,0
O=C(Nc1ccc(F)c(F)c1)c1cc(S(=O)(=O)N2CCN(c3ccccn3)CC2)ccc1F,-12,-11,0.3,3.4,-2,23,3.4,3,8
O=C(c1ccco1)N1CCN(c2nc(C3CC3)nc3c2nnn3Cc2ccccc2Cl)CC1,-4,-15,0.1,-1.6,-10,12,-0.7,-15,-7
C=CCc1ccc(OCCOCCOc2cccc3cccnc23)c(OC)c1,1,2,2.5,-2.2,-2,15,3.6,-33,-9
C=CCNC(=O)/C(C#N)=C/c1cn(-c2ccccc2)nc1-c1ccc(OC)c([N+](=O)[O-])c1,-12,0,0.8,0.5,6,15,1.1,4,-10
Cc1cc(C)n2c(SCc3ccc(Cl)cc3Cl)nnc2n1,-11,-20,1.2,0.3,22,7,2.8,-11,-7
CCN(CC)CCNC(=O)C1CCC(=O)N(c2ccc(OC)cc2)C1c1ccc(F)cc1 (stereo unspecified),-11,-4,0.4,0.7,4,11,-0.2,-3,-10
Cc1cccc(C)c1NC(=O)COC(=O)c1cc(=O)c2ccccc2o1,-15,1,0.8,0.4,-28,9,0.7,-13,-10
CC(=O)N1CCC(=NNc2ccc(S(=O)(=O)N3CCOCC3)cc2[N+](=O)[O-])CC1,1,-7,0.1,-1.1,12,4,0.4,7,-7
Cn1c(=O)oc2cc(S(=O)(=O)Nc3cccc4c3CCCC4)ccc21,-12,-20,5.0,11,3,15,8.1,0,-7
CCOC(=O)c1sc(NC(=O)CSc2nc(-c3ccco3)cc(C(F)(F)F)n2)c(C(=O)OC)c1C,-22,-7,0.2,-0.2,4,17,0.6,-5,11
Cc1ccc(C)c(N2CCN(CCCNC(=O)Cn3cc4c(n3)CCC(C)C4)CC2)c1 (stereo unspecified),-16,-17,1.2,4.0,3,25,6.5,-26,5
COc1ccc(COCC(O)CN2CCC(C(N)=O)CC2)cc1 (stereo unspecified),-2,-5,0.0,0.5,-16,9,0.1,0,-2
CCCCC(=O)NC(c1ccc(OC)c(OC)c1)c1c(O)ccc2ccccc12 (stereo unspecified),-13,-2,1.7,1.1,·,18,-0.4,-21,6
CCOC(=O)c1c(C)cccc1OCC(N)=O,-8,-3,0.4,0.4,-1,14,0.5,-6,-12
Cc1cc(/C=N/NC(N)=O)c(C)n1-c1ccc(F)cc1,-5,-18,0.3,-0.8,-19,10,-0.4,12,3
CC1(C)Cc2cccc(OCC(=O)N3CCN(S(=O)(=O)c4ccccc4F)CC3)c2O1,-16,3,1.5,-1.6,-6,9,-0.4,-15,-7
CC(=O)Nc1ccc(S(=O)(=O)N2CCN(C(=O)c3ncoc3-c3cccc(C)c3)CC2)cc1,-11,6,1.3,0.6,-19,-4,-0.2,-6,-10
CC1CCCC(O)(C(C(=O)O)c2ccccc2)C1 (stereo unspecified),-3,·,2.6,·,3,-11,·,·,·
CCOc1ccc(NS(=O)(=O)c2ccc3c(c2)n(C)c(=O)n3C)cc1,-8,-20,11,8.7,-9,-22,11,-7,-13
COc1ccc(CCNCc2cc(C)n(-c3ccc(OC)cc3)c2C)cc1,-16,-9,5.3,9.2,-1,14,8.2,-17,20
CCN(CC)c1ccc(NC(=O)c2ccc(Br)o2)cc1,-5,-6,4.0,-2.4,7,17,-1.0,-21,-2
Cc1cc(OC(=O)c2ccco2)c2c(C)cc(=O)oc2c1,-5,0,0.3,-0.9,13,-10,0.3,-8,3
Cc1ccccc1CN1CCN(C(=O)c2cc(-c3ccncc3)nc3ccccc23)CC1,12,-8,7.5,2.6,71*,-3,1.9,-25,1
COC(=O)COc1ccc(S(=O)(=O)Nc2ccc3c(c2)OCO3)cc1Cl,-10,-11,7.2,17,14,14,11,9,8
COc1ccc(CCNC(=O)COC(=O)c2ccccn2)cc1,-9,-5,0.5,1.6,-2,-13,0.4,4,·
Cc1[nH]c2ccccc2c1Cc1n[nH]c(=S)o1,-14,1,0.5,1.1,12,23,-0.2,0,0
OC(c1ccccc1)(c1nc(/C=C/c2ccc(C(F)(F)F)cc2)cs1)C(F)(F)F (stereo unspecified),-8,·,1.5,·,1,-1,·,·,·

Additional compounds follow.
molecule,CHO-K1 Ca antag,OXTR potentiator,M1 ag parental,OXTR ag,TAAR1 antagonist,CHO-K1 Ca PAM,V1R ag counter,CHO parental Ca,GPR7 antag
O=S(=O)(c1ccc(N2CCCC2c2nc3ccccc3s2)nc1)N1CCOCC1 (stereo unspecified),0,-13,2.4,-0.2,6,2,0.9,-8,0
Cc1ncc([N+](=O)[O-])n1CC(=O)Nc1ccc(F)c(F)c1,-23,-10,1.4,-0.1,1,10,0.9,-2,9
COc1ccc(-c2noc(CN(C(=O)c3ccoc3C)C(C)C)n2)cc1,-8,-14,1.8,0.8,-9,2,0.6,-13,-1
Cc1ccc(NS(=O)(=O)c2cccc(C(=O)NCCCn3ccnc3)c2)cc1,1,-6,0.2,-2.3,-4,-17,-1.6,-28,·
O=C1C2CCCCC2C(=O)N1c1nccs1 (stereo unspecified),-5,·,0.3,·,-15,-1,·,·,-7
O=C1/C(=C/N(C(=O)c2ccco2)c2ccc(Cl)cc2)Sc2ccccc21,4,-3,6.8,2.3,·,10,2.2,-2,-4
